# Compound activity as filed in PubChem.
# AddAB inh: growth inhibition of E. coli expressing H. pylori AddAB, primary screen, AddAB inhibitor project, absorbance; inhibition, % at 11.9 µM; AID 435030, 2010; 330,000 compounds, 0.29% hits; in the data active means inhibition above about 12%;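 further: 0% = vehicle wells of infected cells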
# PfHsp90 yeast 2: growth inhibition of PfHsp90-expressing yeast, primary screen, antimalarial PfHsp90 inhibitor project, S. cerevisiae, BacTiter-Glo luminescence, single point, set 2. BacTiter-Glo ATP, 48 h; yeast lacking PDR1 and PDR3 efflux regulators. inhibition, % at 9.4 µM. 310,000 compounds, 0.32% hits. AID 504621, 2011;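 active means every replicate shows inhibition above about 80%, whatever the replicate mean, limit read from the data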;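 further: 0% = DMSO neutral controls and 100% = 20 µM radicicol positive controls; yeast relying on Plasmodium falciparum Hsp90 in place of its own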
# phage Ecoli inh: growth loss of phage-infected E. coli, primary screen, RecBCD inhibitor project, absorbance, with phage, HTS | inhibition, % at 11.9 µM | 360,000 compounds, 0.26% hits | AID 651602, 2012; in the data active means inhibition above about 11%
# Arrestin-AP2 inh: inhibitors of beta-arrestin/AP2 binding, primary screen, biochemical, GPCR trafficking, flow cytometry; beta-arrestin 1 C-terminal peptide binding to AP2 beta2-adaptin appendage (human); FITC-arrestin peptide / GST-AP2 beads; AP2 beta2 appendage carries R879A mutation; inhibition, % at 10 µM; 340,000 compounds, 0.31% hits; AID 504490, 2011;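 active means inhibition above a set limit, near 3 SD of compounds lacking own fluorescence, cut at about 54% in these data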;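 further: plate controls were DMSO wells for no effect and 5 µM unlabelled arrestin peptide for full effect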
#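 system = GST-tagged AP2 beta2-adaptin appendage (R879A) on 4 µm glutathione beads | reagent = FITC-labelled arrestin peptide probe, 50 nM final | schedule = compound with beads 12 min RT, then probe 1 h RT | signal = HyperCyt-sampled flow cytometry, FL1 channel, ex 488/em 535 nm | read-out = percent response from loss of bead-bound FITC fluorescence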
# OPRM1-OPRD1 ag: agonists of OPRM1-OPRD1 heterodimerization, primary screen, cell-based, luminescence; 340,000 compounds, 0.3% hits; cells; Mu-type opioid receptor (Homo sapiens) + Delta-type opioid receptor (Homo sapiens), …; AID 504326, 2011; activation, % at 9.3 µM; in the data active means activation above about 18%;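 further: 0% = vehicle-treated cells and 100% = reference agonist; values of inactives mirror those of a sister screen read the other way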
# Target sequence (P35372 whole entry, looked up): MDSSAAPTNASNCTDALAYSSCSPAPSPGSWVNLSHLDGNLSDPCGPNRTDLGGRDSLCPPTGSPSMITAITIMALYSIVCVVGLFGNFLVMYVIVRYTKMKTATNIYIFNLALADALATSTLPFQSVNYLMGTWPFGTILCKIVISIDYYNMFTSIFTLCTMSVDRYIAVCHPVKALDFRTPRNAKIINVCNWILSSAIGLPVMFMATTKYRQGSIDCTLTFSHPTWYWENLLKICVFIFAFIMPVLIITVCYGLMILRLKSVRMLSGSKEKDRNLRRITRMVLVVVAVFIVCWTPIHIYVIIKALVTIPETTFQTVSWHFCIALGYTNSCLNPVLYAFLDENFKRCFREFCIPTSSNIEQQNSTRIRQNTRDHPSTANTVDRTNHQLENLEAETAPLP
# Target sequence (P41143 whole entry, looked up): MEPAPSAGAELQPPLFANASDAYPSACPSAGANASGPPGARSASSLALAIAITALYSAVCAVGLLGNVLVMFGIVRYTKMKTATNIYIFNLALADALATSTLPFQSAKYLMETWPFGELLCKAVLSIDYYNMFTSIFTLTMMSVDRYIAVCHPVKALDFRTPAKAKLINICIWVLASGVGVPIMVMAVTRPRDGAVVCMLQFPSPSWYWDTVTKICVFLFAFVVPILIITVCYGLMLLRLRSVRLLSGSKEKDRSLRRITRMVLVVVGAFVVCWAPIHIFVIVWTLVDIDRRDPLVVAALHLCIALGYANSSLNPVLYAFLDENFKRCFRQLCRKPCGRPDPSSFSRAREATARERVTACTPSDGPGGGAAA
# DSG3 Ab inh: inhibitors of pemphigus antibody binding to DSG3, primary screen, biochemical, bead-based, flow cytometry, scFv-GFP; DSG3-coupled beads, scFv-anti-DSG3-GFP binding; stronger effect = lower value; binding (percent of control), % at 10 µM; 310,000 compounds, 0.48% hits; AID 588358, 2011;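 active means binding more than 3 SD below its plate's average and above zero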; further: some compounds called inactive have numbers as strong as hits
# Ecoli viability: E. coli V3065 growth inhibition, primary screen, counter-screen for AddAB inhibitor project, absorbance, OD600; 18 h; inhibition, % at 11.9 µM; 330,000 compounds, 0.27% hits;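 active means inhibition above the campaign's mean inhibition across all tested compounds plus 3 SD, cut at about 9.9% in these data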;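 further: uninfected addAB+ strain grown without phage in ampicillin broth; 0% = DMSO wells and 100% = ciprofloxacin 0.95 µg/ml wells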
# Tat transport: E. coli Tat export inhibitors, primary screen, MC4100, TorA-mCherry reporter, fluorescence, single point; 340,000 compounds, 0.036% hits; inhibition, % at 10 µM;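 active means mean replicate inhibition at least 50% and at least half of replicates individually reaching 50%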;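 further: exported cargo escapes ClpAP degradation while cytoplasmic cargo is degraded and loses fluorescence; 0% = median of neutral control wells and 100% = median of NaSCN control wells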
# SUMO Mot1 rescue: yeast Mot1-301 growth rescue at high temperature, primary screen, SUMOylation pathway inhibitor project, S. cerevisiae, ATP luminescence, 38.5C; S. cerevisiae Mot1-301 growth rescue; percent above DMSO median, 100 means doubled; growth rescue, % at 18.8 µM; 320,000 compounds, 1% hits;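 active means every valid replicate shows activation above 250% relative to neutral control wells; inactive means the rest, any valid replicate at or below 250%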;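 further: OY570 slx delta 5 strain wells were the positive control but not used for scaling; some compounds called inactive have numbers as strong as hits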
# PKA-R1A activ: activators of PKA-R1A holoenzyme, primary screen, biochemical, fluorescence polarization, Cy5-IP20, bovine R1A, mouse PKAc | cAMP-dependent protein kinase type I-alpha regulatory subunit (Bos taurus) + … | PKA-R1A dissociation; scaled: DMSO 0%, 113 µM cGMP 100% | activation, % at 11.4 µM | 340,000 compounds, 0.083% hits | AID 504707, 2011;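 active means percent activation above the mean of all tested compounds plus 3 SD, cut at about 19% in these data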;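 further: higher means more PKAc released from R1A so a rise in polarization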
# OPRM1-OPRD1 inv: inverse agonists of MOR-DOR heterodimerization, primary screen, cell-based, luminescence | inhibition, % at 9.3 µM | 340,000 compounds, 0.21% hits | cell-based MOR-DOR heterodimer luminescence, inverse agonism | Mu-type opioid receptor (Homo sapiens) + Delta-type opioid receptor (Homo sapiens), …; in the data active means inhibition above about 22%, passing the limit was not always enough;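 further: 0% = cells with DMSO and 100% = wells without cells with DMSO; values of inactives mirror those of a sister screen read the other way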
# An asterisk follows results filed as active; . = not tested or not shown.
# Each structure is followed by: AddAB inh	PfHsp90 yeast 2	phage Ecoli inh	Arrestin-AP2 inh	OPRM1-OPRD1 ag	DSG3 Ab inh	Ecoli viability	Tat transport	SUMO Mot1 rescue	PKA-R1A activ	OPRM1-OPRD1 inv
> CCCS(=O)(=O)c1nc(S(=O)(=O)c2ccc(Cl)cc2)c(N2CCC(O)CC2)s1
  1.2	-7	1.7	-4	-1.5	99	0.6	-13	-3	-15	7
> CC(C)CC(=O)Nc1ccc(C(=O)CN2CCC(C)CC2)cc1
  -0.5	-21	0.9	-5	-1.6	94	-1.4	-1	2	-2	8
> Fc1cccc(Cl)c1CSc1nnc2ccccn12
  4.1	-3	3.6	-1	-1.4	101	2.3	-2	5	-10	8
> O=C(Nc1ccc(-c2nc3ncccc3o2)cc1)c1ccc([N+](=O)[O-])o1
  3.0	-8	7.4	-3	10	90	-0.6	3	-2	2	-58
> Cc1ccc(C(=O)OCC(=O)Nc2c(C)n(C)n(-c3ccccc3)c2=O)cc1[N+](=O)[O-]
  1.4	-16	3.6	14	-1.2	105	-0.7	-4	-24	-1	6
> Cc1ccc(C(=O)NCc2ccc3c(c2)OCO3)cc1Cl
  1.5	-1	3.4	-3	-1.0	110	-0.3	2	-11	-6	5
> Cc1nnsc1C(=O)NC1CCCc2c1cnn2-c1ccc(C(C)(C)C)cc1 (centres undefined)
  2.3	5	0.4	-9	0.9	106	-1.3	11	33	1	-5
> Cn1c(=O)cc(OCCCC(=O)N2CCN(Cc3ccc4c(c3)OCO4)CC2)c2ccccc21
  1.1	21	0.5	9	-2.5	107	1.7	-8	-4	4	11
> CC(=O)Nc1ccc(N/C=C/C(=O)c2ccccc2)cc1
  5.2	-39	2.4	-1	-3.3	114	0.9	6	-9	-3	18
> Cc1cc(C)cc(NS(=O)(=O)c2c(C(=O)N3CCCCCC3)c(C)n(C)c2C)c1
  2.7	-2	2.2	-6	0.6	98	-0.9	-8	1	-9	-3
> CC(=O)NC(=S)Nc1ccc([N+](=O)[O-])cc1C
  1.0	11	3.9	-4	-2.5	103	2.9	8	140	-6	13
> Cc1cc(C)nc(NC(=O)c2ccc(Cl)c(Cl)c2)n1
  2.0	-2	2.1	-4	-1.1	103	0.4	-8	66	0	5
> CC(C)CNC(=O)CCCSc1nc2ccccc2[nH]1
  3.5	7	2.5	43	0.7	103	1.0	-3	-17	-4	-4
> COc1ccc(NC(=O)Cn2c(=O)n(CC(=O)NCc3ccco3)c(=O)c3ccccc32)cc1OC
  1.7	.	0.9	1	-0.5	.	1.3	-6	-4	-6	3
> COc1cccc(CNc2ccc3c(c2)nc(C)n3C)c1OC
  0.7	-15	4.6	-9	-3.0	94	3.2	-4	3	1	14
> Cc1ccc(S(=O)(=O)NCC(=O)OC(C)C(=O)Nc2ncc(Cl)cc2Cl)cc1 (centres undefined)
  2.9	-13	2.6	6	-1.9	100	0.2	-2	-12	6	11
> O=C(COC(=O)c1c[nH]c(=O)[nH]c1=O)Nc1ccccc1
  1.1	-28	3.2	16	-1.9	86	-2.3	-7	-6	2	9
> CCCNC(=O)Cc1c(C)oc2ccccc12
  9.4	14	-1.3	31	-3.9	.	4.2	-7	-5	6	19
> CCCc1cc2c(cc1NC(=O)Cc1ccccc1)OCO2
  .	-5	3.8	8	-3.0	.	.	-4	.	-7	15
> CC(C)CNc1nc(Oc2ccc(=O)n(C)n2)nc(N2CCOCC2)n1
  2.2	5	1.5	-5	-2.3	93	-1.0	6	-1	-12	11
> CCCN1C(=O)/C(=C/c2ccc(C)s2)SC1=Nc1ccc(OC)cc1
  -1.1	7	-0.6	0	-0.9	109	0.4	6	-10	8	5
> CCOC(=O)c1c(C(C)(C)C)oc2ccc(O)cc12
  0.2	-15	.	-2	10	103	0.4	11	-8	-10	-62
> Cc1c(C(=O)N(CCC#N)c2ccccc2)sc2nc3n(c(=O)c12)CCCC3
  1.0	-18	2.5	-10	-2.4	102	-0.4	-5	4	-9	12
> CC(C)c1nnc2n1N=C(c1ccc(Cl)cc1)CS2
  .	-15	-4.0	15	-2.1	115	.	2	-1	1	11
> COc1ccc(Cl)cc1S(=O)(=O)NC(C)C(=O)NCc1cccnc1 (centres undefined)
  2.5	-3	-0.1	7	-0.1	115	0.1	2	-15	3	1
> Nc1nc(/C=C/c2cccnc2)nc(-c2ccccc2O)n1
  -1.3	.	0.7	31	0.8	117	-0.2	-7	24	-4	-4
> O=C(NCCc1csc(-c2ccc(C(F)(F)F)cc2)n1)c1cccs1
  3.4	22	4.3	5	0.5	98	1.6	5	17	4	-3
> Cc1ccc(-n2nnnc2SCC(=O)c2cc(C)n(-c3cc(C)on3)c2C)cc1
  -0.9	3	.	9	1.4	102	0.5	-13	-5	-9	-8
> Cc1cc(C)nc(NC(=O)NC(=O)c2ccccc2)n1
  0.2	-5	2.4	14	-2.9	102	1.3	-8	14	-11	15
> COCCNCC(=O)C12CC3CC(CC(C3)C1)C2
  -0.1	-3	0.5	-4	0.1	104	-1.9	3	9	-6	-1

# In a second layout: 3 of the compounds above.
Cc1ccc(-n2nnnc2SCC(=O)c2cc(C)n(-c3cc(C)on3)c2C)cc1
  AddAB inh = -0.9; PfHsp90 yeast 2 = 3; phage Ecoli inh = .; Arrestin-AP2 inh = 9; OPRM1-OPRD1 ag = 1.4; DSG3 Ab inh = 102; Ecoli viability = 0.5; Tat transport = -13; SUMO Mot1 rescue = -5; PKA-R1A activ = -9; OPRM1-OPRD1 inv = -8
Cc1cc(C)nc(NC(=O)NC(=O)c2ccccc2)n1
  AddAB inh = 0.2; PfHsp90 yeast 2 = -5; phage Ecoli inh = 2.4; Arrestin-AP2 inh = 14; OPRM1-OPRD1 ag = -2.9; DSG3 Ab inh = 102; Ecoli viability = 1.3; Tat transport = -8; SUMO Mot1 rescue = 14; PKA-R1A activ = -11; OPRM1-OPRD1 inv = 15
COCCNCC(=O)C12CC3CC(CC(C3)C1)C2
  AddAB inh = -0.1; PfHsp90 yeast 2 = -3; phage Ecoli inh = 0.5; Arrestin-AP2 inh = -4; OPRM1-OPRD1 ag = 0.1; DSG3 Ab inh = 104; Ecoli viability = -1.9; Tat transport = 3; SUMO Mot1 rescue = 9; PKA-R1A activ = -6; OPRM1-OPRD1 inv = -1

# Next section.
molecule,AddAB inh,PfHsp90 yeast 2,phage Ecoli inh,Arrestin-AP2 inh,OPRM1-OPRD1 ag,DSG3 Ab inh,Ecoli viability,Tat transport,SUMO Mot1 rescue,PKA-R1A activ,OPRM1-OPRD1 inv
Nc1ccccc1Oc1ccc2ccccc2c1,2.4,21,3.2,14,3.5,98,1.1,-2,.,-8,-18
Cc1nn2c(NCc3ccccn3)cc(C(C)(C)C)nc2c1-c1ccccc1,2.0,120*,-0.4,5,-0.4,.,-1.1,-4,17,1,2
O=C1C=C(c2ccccc2C(F)(F)F)C[C@@H](c2ccc3c(c2)OCO3)C1,0.2,34,4.0,.,1.9,98,-0.6,-2,-21,4,-11
CCCN(Cc1nnc(-c2ccccc2Cl)o1)C(=O)c1ccc(C)c(S(=O)(=O)N2CCOCC2)c1,0.3,.,4.9,-1,-1.3,97,-0.2,-4,-21,7,8
O=C(COC(=O)CCC(=O)c1ccc(F)cc1)NCCc1ccccc1,-0.7,10,0.4,9,-3.0,121,-0.1,14,-26,1,16
Nc1ccc(S(=O)(=O)c2cccc(N)c2)cc1,1.6,-10,1.4,5,-1.5,96,0.5,-5,0,-6,8
Cn1c(=O)c2c3c(sc2n2c(SCC(N)=O)nnc12)CC(C(C)(C)C)CC3 (centres undefined),-1.2,.,0.5,22,2.2,102,-0.8,20,12,9,-11
CC(C)CC(=O)Nc1nnc(S(=O)(=O)Nc2ccccc2)s1,1.4,2,1.6,33,-2.8,106,0.4,14,-6,-18,12
O=C(C1COc2ccccc2O1)N1CCN(c2ccccc2F)CC1 (centres undefined),3.1,4,1.1,-6,0.0,84,2.6,2,411,-4,0
COc1ccc(C2C(C#N)=C(N)OC3=C2C(=O)CC(C)(C)C3)cc1Cn1nc(C)c([N+](=O)[O-])c1C (centres undefined),1.3,13,4.5,21,-0.8,93,2.0,-3,469,2,5
CCC(=O)N1CCN(c2ccc(NC(=O)c3cc4ccccc4o3)cc2)CC1,1.2,-14,3.7,0,-0.9,100,1.5,-3,.,-7,5
CC1=C(C(=O)OCc2ccccc2)C(c2ccc(Cl)cc2Cl)NC(=O)N1CCCC(=O)O (centres undefined),2.4,-14,.,-4,-2.7,102,0.0,-2,13,2,15
O=C(Nc1cccc(C(=O)N2CCCCC2)c1)C1CCCC1,.,-4,2.1,-3,-1.4,106,.,17,.,-5,6
COCCn1c(SCC(=O)NC2CCCC(C)C2C)nc2ccccc2c1=O (centres undefined),.,.,3.5,4,-1.8,104,.,-9,.,-2,12
COc1ccc2nc3oc(C(=O)N4CCC(C(N)=O)CC4)cc3cc2c1,1.3,-19,3.1,16,3.3,93,-0.6,-1,0,-3,-19
CCC1(C)Cc2c(sc3nc(SCC(=O)c4ccccc4)[nH]c(=O)c23)CO1 (centres undefined),1.0,19,0.1,-6,0.9,109,1.3,7,-8,4,-5
CCOc1ccc(NC(=O)CN2C(=O)COc3ccc(Cl)cc32)cc1,3.2,.,2.6,1,-0.3,110,1.9,-2,-1,1,2
COC(=O)[C@@]1(C)[C@H]2C(=O)N(C)C(=O)[C@H]2[C@H]2CN=C(SCc3ccc(C#N)cc3)N21,2.0,14,2.9,35,-2.9,105,-0.2,3,.,0,14
O=C(CCC1CCCN(C(=O)c2cc(C3CC3)[nH]n2)C1)N1CCN(c2ccccn2)CC1 (centres undefined),2.5,-2,5.5,27,0.6,99,-1.6,-8,6,2,-3

# This is a random part of the collection; 2.8% or so of the library scored in one or more.
